Source: PubChem (several laboratories)
UHRF1 binding – human UHRF1 methylated DNA binding inhibitors; AID 687016; inhibition, % at 4.4 µM; hit rate 0.75% among 370,000; UHRF1 binding to methylated oligo, TR-FRET; in the data active = inhibition above about 21%;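 also: UHRF1 SRA domain binding a hemimethylated CpG hairpin DNA probe; 0% = median of test compound wells and 100% = reference inhibitor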
NR1D1 modulator – Rev-erb alpha (human) modulation. P20393. Rev-erbα–FITC-DNA binding, fluorescence polarization, 90 min. activity, % at 10 µM. hit rate 0.79% among 370,000;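 active = activity above about 14%, limit read from the data; passing the limit was not always enough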;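 also: 0% = DMSO wells with 35 nM protein and 100% = DMSO wells with 750 nM protein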
proKLK7 act – activates the human kallikrein-7 zymogen; P49862; purified proKLK7, EDANS-DABCYL substrate fluorescence; 100% is mature enzyme control, 0% vehicle; activation, % at 7 µM; hit rate 0.9% among 370,000;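 active = activation above the mean of all tested compounds plus 3 SD, computed per campaign excluding outliers beyond control limits, cut at about 13% in these data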
ARFGAP1 inh – inhibits rat ARF GTPase activating protein 1 | Q62848 | AID 651572 | inhibition, % at 16.5 µM | hit rate 0.26% among 360,000 | Arfgap1-stimulated ARF1 GTP hydrolysis, GDP FP detection;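 active = inhibition above a per-plate limit, mean inhibition of low control wells plus 3 SD, cut at about 25% in these data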;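 also: 0% = DMSO wells with enzyme and 100% = wells lacking Arfgap1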
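System: truncated rat Arfgap1 GAP domain / Benchmarks: high control wells lacking Arfgap1, low control full reaction with DMSO / Times: compound-enzyme preincubation 20 min, reaction 120 min, detection 60 min, 25 °C / Repeats: one replicate per compound / Also added: human ARF1(Δ1-17)-GTP substrate / Measured by: Tracer-displacement fluorescence polarization with EDTA stop, 620/688 nm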
HGIII-sPLA2 inh – Inhibits HGIII-sPLA2 liposome hydrolysis, primary screen; Q9NZ20; QFRET BODIPY PC-A2 liposome hydrolysis, fluorescence; inhibition, % at 12.2 µM; hit rate 0.56% among 370,000; AID 743126;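 active = inhibition above mean plus 3 SD of compounds lying within the high and low control bounds, cut at about 19% in these data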;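 also: 0% = median of test compound wells and 100% = no enzyme DMSO wells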
ASAP1 GAP inh – blocks human ASAP1-stimulated Arf1 GTP hydrolysis | Q9ULH1 | GDP FP detection | inhibition, % at 16.5 µM | hit rate 0.19% among 360,000 | AID 624377; in the data active = inhibition above about 25%;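 also: 0% = vehicle with enzyme and substrate and 100% = no enzyme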
PLC-gamma1 inh – blocks human PLC-gamma1 enzyme activity. purified PLC-gamma1, fluorogenic substrate, fluorescence. inhibition, % at 12.2 µM. hit rate 0.84% among 370,000. AID 720700; in the data active = inhibition above about 9.5%
Target sequence (P19174 whole entry, looked up): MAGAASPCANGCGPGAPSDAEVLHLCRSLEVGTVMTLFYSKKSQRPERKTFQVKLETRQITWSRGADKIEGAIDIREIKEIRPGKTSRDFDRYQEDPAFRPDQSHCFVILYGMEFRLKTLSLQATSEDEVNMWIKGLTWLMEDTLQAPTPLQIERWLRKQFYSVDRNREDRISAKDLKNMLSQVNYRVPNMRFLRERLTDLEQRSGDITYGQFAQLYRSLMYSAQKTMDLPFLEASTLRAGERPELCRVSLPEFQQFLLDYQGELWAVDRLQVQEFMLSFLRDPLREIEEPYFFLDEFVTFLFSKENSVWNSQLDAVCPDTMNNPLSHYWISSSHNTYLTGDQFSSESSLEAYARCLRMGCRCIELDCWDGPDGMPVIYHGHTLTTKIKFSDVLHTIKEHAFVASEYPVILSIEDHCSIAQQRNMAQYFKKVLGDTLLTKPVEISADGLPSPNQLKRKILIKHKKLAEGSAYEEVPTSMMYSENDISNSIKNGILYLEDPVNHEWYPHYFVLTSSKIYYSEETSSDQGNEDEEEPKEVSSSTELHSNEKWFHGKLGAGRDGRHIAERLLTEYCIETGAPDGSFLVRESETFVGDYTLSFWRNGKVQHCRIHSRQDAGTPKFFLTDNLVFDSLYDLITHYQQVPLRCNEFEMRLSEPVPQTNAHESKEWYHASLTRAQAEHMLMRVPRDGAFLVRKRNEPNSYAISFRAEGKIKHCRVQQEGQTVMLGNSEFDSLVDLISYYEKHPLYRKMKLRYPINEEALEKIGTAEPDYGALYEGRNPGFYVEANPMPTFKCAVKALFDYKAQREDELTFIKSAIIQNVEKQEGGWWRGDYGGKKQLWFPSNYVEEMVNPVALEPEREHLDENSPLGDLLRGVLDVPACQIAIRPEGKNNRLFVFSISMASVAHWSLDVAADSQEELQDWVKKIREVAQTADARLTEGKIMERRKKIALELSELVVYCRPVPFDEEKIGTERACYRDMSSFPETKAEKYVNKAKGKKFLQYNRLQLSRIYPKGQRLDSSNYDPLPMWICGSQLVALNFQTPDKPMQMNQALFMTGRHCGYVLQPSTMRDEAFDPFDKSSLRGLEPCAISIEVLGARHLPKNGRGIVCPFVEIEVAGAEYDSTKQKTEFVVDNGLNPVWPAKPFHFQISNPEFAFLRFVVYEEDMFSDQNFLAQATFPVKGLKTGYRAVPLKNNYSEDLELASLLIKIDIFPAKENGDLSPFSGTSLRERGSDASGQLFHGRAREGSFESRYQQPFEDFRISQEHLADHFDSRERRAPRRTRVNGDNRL
DDE Tn6 FP inh – disrupts Tn6 cyclic peptide binding to fibrin D-Dimer-E complex. inhibition, % at 8.3 µM. P02675. hit rate 0.21% among 370,000. Fibrin DD(E) TRITC-Tn6 fluorescence polarization displacement. AID 720509;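 active = inhibition above a per-campaign cutoff: mean of compounds within control limits plus 3 SD, cut at about 15% in these data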;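 also: 0% = median of all compound wells on the plate and 100% = blocking peptide control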
DDE Tn7 FP inh – DD(E)-Tn7 binding inhibition, primary FP screen. inhibition, % at 8.3 µM. AID 720508. hit rate 0.13% among 370,000. P02675. FP displacement of FITC-Tn7 peptide from fibrin DD(E); 0% = median of compound wells per plate;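 active = inhibition above the mean of compounds falling within the control limits plus 3 SD of them, cut at about 14% in these data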;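 also: 0% = plate median of compound wells and 100% = 10 µM Aha-Tn7 peptide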
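Also added: labelled Tn7 tracer, 0.1 µM; Assay system: human fibrin DD(E) protein; Amount: 2 µM fibrin DD(E); Schedule: 10 min compound pre-incubation, 3 h probe incubation at room temperature; Repeats: one replicate per compound; Read-out basis: percent inhibition; Measured by: fluorescence polarization of the labelled Tn7 tracer.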
PLCb3 inh – blocks human PLC-beta3 enzyme activity | Purified PLC-beta3, fluorogenic substrate, fluorescence | AID 720704 | inhibition, % at 12.2 µM | hit rate 0.18% among 370,000 | Q01970; in the data active = inhibition above about 11%;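 also: 0% = median of compound wells on plate and 100% = full blocker control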
The depositor's hits bear a star; i = inactive; / = not tested or not shown.

SMILES	UHRF1 binding	NR1D1 modulator	proKLK7 act	ARFGAP1 inh	HGIII-sPLA2 inh	ASAP1 GAP inh	PLC-gamma1 inh	DDE Tn6 FP inh	DDE Tn7 FP inh	PLCb3 inh
CCCc1cc(=O)n2[nH]c(-c3ccc(Cl)cc3)cc2n1	2	-1	0.4	7	-5	0	-4	-5	4	-12
CN(c1ccc(C(=O)NCCC2=CCCCC2)cc1)S(C)(=O)=O	16	1	-0.3	5	0	5	-3	6	8	3
Cn1c(=O)c2c(ncn2CC(=O)Nc2ccc(Cl)cc2Cl)n(C)c1=O	0	-2	0.4	-7	7	-1	5	2	4	4
CC1CCCCN1C(=O)COC(=O)c1cc(Cl)c2c(c1)OCO2 (stereo unspecified)	4	-3	-0.2	11	15	3	3	-1	8	-3
COc1ccc(NC(=O)NCCCN2CCN(c3ccc(F)cc3)CC2)cc1OC	1	-5	-0.2	/	-1	/	-1	11	2	-3
O=C(c1cccs1)c1c[nH]cc1-c1ccccc1	-1	0	0.1	2	-10	0	-1	-1	-3	-5
CSCCC(NC(=O)COc1ccccc1)C(=O)OCCOc1ccc(Br)cc1 (stereo unspecified)	1	4	0.1	6	0	13	-5	5	7	-4
CN1CCN(c2ccc([N+](=O)[O-])cc2NC(=O)c2cccs2)CC1	1	1	0.8	1	1	6	-2	5	3	-3
Cn1c(NC2CCCCC2)cc(=O)n(C)c1=O	0	10	-0.2	-1	5	-16	-2	4	4	-8
COc1ccc(-c2[nH]ncc2/C=C(\C#N)C(=O)NC2CC2)cc1	-3	-2	1.1	-6	-2	-7	-118	11	3	-172
O=C(CSC1CN(C(c2ccccc2)c2ccccc2)C1)N/N=C/c1ccc(Cl)cc1Cl	-2	4	0.0	-2	-3	-6	0	7	4	-1
Cc1cccc(-n2cc(CN3CCN(C(=O)c4ncn[nH]4)CC3)c(-c3cccc(F)c3)n2)c1	0	-4	-0.8	3	-18	12	2	-1	1	-6
Nc1nnc(SCCOc2ccc(Br)cc2)s1	-1	1	0.2	3	7	-1	5	3	-7	3
O=C(Nc1nnc(CCc2ccccc2)s1)c1ccccc1F	6	1	0.4	2	-1	7	9	-2	-5	3
O=C(O)CSCc1nc2ccccc2[nH]1	-1	3	0.3	2	7	12	-4	-2	-4	-3
COc1ccccc1OCC(=O)Nc1ccc(S(=O)(=O)N2CCN(C)CC2)cc1	8	4	0.1	3	4	15	1	-2	-3	1
O=S(=O)(NCc1cn2ccsc2n1)c1cccs1	2	-2	-0.3	4	0	-3	1	-1	4	1
CN(CC(=O)NCc1ccc(Cl)cc1)S(=O)(=O)c1cccc2cccnc12	-2	-8	-0.1	-1	0	5	-1	3	0	1
CC1CCN(C(=O)CCNS(=O)(=O)c2ccc(Br)cc2)CC1	-1	-2	0.2	11	3	3	4	-2	-2	-1
Cc1cc(N2CCN(S(=O)(=O)Cc3ccccc3)CC2)n2ncnc2n1	1	-2	0.2	1	2	-4	1	-1	-5	2
COc1cc(/C=N/NC(=O)c2cccnc2)ccc1OCC(=O)N1CCOCC1	-2	-3	-0.5	4	0	-8	-6	9	11	-9
COc1ccc(OC)c(/C=C/C(=O)N(C)CC(=O)Nc2cc(C)ccc2C)c1	7	0	21*	11	-3	-2	i	-5	4	i
Nc1nc(-c2cccnc2)nn1C(=O)c1ccc(Cl)cc1	3	1	-0.3	13	1	-1	-1	-2	4	-6
O=C(CSc1nc(C(F)(F)F)cc(=O)[nH]1)Nc1cccc2ccccc12	-1	3	-0.3	11	-5	1	-8	0	5	-7
Cc1ccc(NC(=O)C2CC(=O)n3c(nc4ccccc43)N2)cc1Cl (stereo unspecified)	-1	-5	0.1	-7	-8	-4	-1	12	1	-4
More entries follow.
SMILES	UHRF1 binding	NR1D1 modulator	proKLK7 act	ARFGAP1 inh	HGIII-sPLA2 inh	ASAP1 GAP inh	PLC-gamma1 inh	DDE Tn6 FP inh	DDE Tn7 FP inh	PLCb3 inh
Clc1ccc(-c2nnc3n2CCCS3)cc1	0	1	-0.1	12	1	6	0	-7	6	-1
O=C(Nc1ccc(S(=O)(=O)Nc2cnc3ccccc3n2)cc1)c1ccc(Cl)cc1Cl	2	-2	0.5	4	-47	-3	-36	-12	8	-59
C(=C\c1ccccc1)/CN1CCN(C(CCc2ccccc2)c2nnnn2C2CCCC2)CC1 (stereo unspecified)	-1	1	0.3	-11	-18	-2	-1	-3	6	1
COc1ccc(CC(=O)Nc2nccs2)cc1OC	1	-5	-0.3	2	-2	0	1	-1	-1	-3
Nc1ncnc2c1ncn2[C@@H]1O[C@H](CN=C2NS(=O)(=O)c3ccccc32)[C@@H](O)[C@H]1O	-1	-6	0.2	-3	-4	3	-2	-3	10	2
CCOC(=O)N1CCC(N2Cc3cccc(C(=O)Nc4cc(F)ccc4F)c3C2=O)CC1	0	3	0.3	4	4	-3	0	3	6	0
CC(Cc1ccccc1)N/C=C1/CC(=O)NC1=O (stereo unspecified)	2	7	-0.3	8	-3	-15	-1	0	-5	3
c1ccc(-c2cn3c(n2)CCC3)cc1	-1	/	0.5	9	4	5	-2	-2	0	-6
COc1ccc(-c2csc(C(C)(O)c3ccncc3)n2)cc1OC (stereo unspecified)	-1	-1	0.1	-1	-5	-2	-7	-3	4	-3
CCn1cc([C@@H]2C[C@H]3CN(Cc4cccc(Cl)c4)C(=O)[C@]34CCCN24)cn1	0	-6	0.3	-7	4	-4	0	-4	-3	1
COc1cccc(C=NNC(=S)NN=Cc2cccc(OC)c2OC)c1OC	-2	-9	-2.5	5	1	10	-73	2	-9	-97
O=S1(=O)c2ccc(N3CCSCC3)cc2Oc2ccccc2CN1Cc1cn(Cc2cccc(C(F)(F)F)c2)nn1	1	18*	0.3	/	-4	/	1	1	0	1
Cc1cccc(C)c1NC(=O)C(c1ccccc1)N(C)CCc1ccccc1 (stereo unspecified)	0	-6	0.6	-7	-6	1	0	-4	-1	3
CCCCCN1CCCCC(NC(=O)C(C)(C)C)C1=O (stereo unspecified)	-1	-3	0.0	/	4	/	1	5	0	2
CCCCCCSc1cccc(-c2nc3ccc(C)cn3c2NCc2ccccc2)c1	-4	-1	-52	5	-16	2	i	16*	4	i
CCOc1ccc2nc(NS(C)(=O)=O)sc2c1	7	-1	1.3	18	7	10	-3	3	-3	-8
COc1ccc(NC(=O)CSc2nc3c([nH]c4ccccc43)c(=O)n2C)cc1	1	-3	-0.1	-6	0	-10	1	-11	-1	4
CCOc1ccc(C(C(=O)NCC2CCCO2)N(C(=O)c2snc(C(N)=O)c2N)c2ccccc2F)cc1 (stereo unspecified)	1	7	-3.9	-9	2	-6	-99	-9	-2	-160
COc1ccc(N(C)S(=O)(=O)c2ccc3c(c2)oc(=O)n3C)cc1	0	6	0.5	5	3	-5	3	4	7	5
CC(C(=O)NCC1(c2ccccc2)CCCC1)N1CCCC1 (stereo unspecified)	0	-9	0.3	8	5	3	-2	2	-1	-2
COc1ccc(/C=C(\C#N)C(=O)NC2CCS(=O)(=O)C2)cc1OC (stereo unspecified)	4	-3	-1.3	16	10	5	3	0	-5	-2
C[C@H](CO)N1C[C@H](C)[C@@H](CN(C)S(C)(=O)=O)Oc2ccc(NC(=O)C3CC3)cc2C1=O	3	-3	0.4	6	8	-4	-1	2	5	-2
CCOC(=O)c1c(NC(=O)CC2SC(N)=NC2=O)sc2c1CCC(C)C2 (stereo unspecified)	0	-1	-0.3	7	-4	6	0	-2	3	3
Cc1ccc(O)c(C(=O)c2cc(C#N)c3nc4ccccc4n3c2)c1	-2	0	0.8	4	-2	-9	-33	-10	-4	-42
Cc1ccc2nc(N3CCN(C=O)CC3)nc(-c3ccccc3)c2c1	3	-3	2.0	11	2	8	i	-5	1	i

An excerpt from above in order of number of heavy atoms, highest first.
SMILES	UHRF1 binding	NR1D1 modulator	proKLK7 act	ARFGAP1 inh	HGIII-sPLA2 inh	ASAP1 GAP inh	PLC-gamma1 inh	DDE Tn6 FP inh	DDE Tn7 FP inh	PLCb3 inh
CCCCCCSc1cccc(-c2nc3ccc(C)cn3c2NCc2ccccc2)c1	-4	-1	-52	5	-16	2	i	16*	4	i
CC(C(=O)NCC1(c2ccccc2)CCCC1)N1CCCC1 (stereo unspecified)	0	-9	0.3	8	5	3	-2	2	-1	-2
O=S(=O)(NCc1cn2ccsc2n1)c1cccs1	2	-2	-0.3	4	0	-3	1	-1	4	1

Later entries:
SMILES	UHRF1 binding	NR1D1 modulator	proKLK7 act	ARFGAP1 inh	HGIII-sPLA2 inh	ASAP1 GAP inh	PLC-gamma1 inh	DDE Tn6 FP inh	DDE Tn7 FP inh	PLCb3 inh
CSc1ncccc1C(=O)OCC(=O)c1cccc(Br)c1	-1	-1	-1.1	-12	-17	-2	-2	-9	2	2
CCCC(=O)C1=C(O)C(C(=O)OC)C(C)(C)CC1=NCCCCCC(=O)O (stereo unspecified)	3	-1	0.2	11	10	-4	0	1	-2	-11
ClC(Cl)(Cl)c1nc(N/N=C/c2ccncc2)c2ccccc2n1	-1	2	-0.1	15	5	7	-2	-4	-4	1
CC(=O)Nc1ccc(S(=O)(=O)N(C)c2ccc(OCC(=O)Nc3ccccc3C(C)=O)cc2)cc1	-2	2	-1.9	15	-25	-2	-23	-1	-3	-32
O=C(CN1CCC(NC(=O)Nc2ccccc2-c2ccccc2)CC1)NCc1ccco1	0	-3	0.3	-5	0	1	2	4	3	-4
COc1ccc(CC(=O)c2ccc(OC3OC(CO)C(O)C(O)C3O)cc2O)cc1 (stereo unspecified)	-1	-3	0.2	-2	-18	3	-4	-2	-12	-48
CCCC(=O)C1=C(N(C)c2ccccc2)CC(C)(C)C(C(=O)OC)C1=O (stereo unspecified)	2	-3	-0.6	9	2	0	8	5	-6	7
CCOc1ccc(CN2CCSCC2)cc1	-1	4	-0.1	-9	-1	0	4	1	-1	-5
Cc1ccc2c(c1)c1c3n2CCN(C(=O)Cn2c(-c4ccccc4)noc2=O)C3CCC1 (stereo unspecified)	0	-2	-0.4	-8	-5	-4	-42	5	-1	-61
Cn1c(CCNC(=O)c2cccs2)nnc1SCC(=O)N1CCN(c2ccccc2)CC1	2	-2	0.1	-7	5	7	1	-1	2	3
CCC1(c2ccccc2)NC(=O)N(CC(=O)Nc2cc(S(=O)(=O)N3CCOCC3)ccc2OC(C)C)C1=O (stereo unspecified)	-8	-4	-0.1	17	-12	-1	-2	2	1	-4
Cc1ccc2c(c1)N(CC(=O)N1CCCc3ccccc31)C(=O)C(C)O2 (stereo unspecified)	-1	-1	0.0	3	1	13	5	-10	-3	4
O=C1CCC2(CCCC2)c2ccccc21	0	2	0.0	0	-3	5	1	5	-6	4
CCCC[C@@H]1CNC(=S)N1CCc1cccc(F)c1	-2	-2	0.1	-1	16	3	2	8	4	0
O=C(Cc1cc(=O)oc2cc(O)ccc12)NC(Cc1ccc(Cl)cc1)C(=O)O (stereo unspecified)	5	-10	46*	-3	-4	-10	i	-2	-11	i

Quoted from the listing:
`CCCC(=O)C1=C(O)C(C(=O)OC)C(C)(C)CC1=NCCCCCC(=O)O` (stereo unspecified) in DDE Tn7 FP inh reads -2
`CSc1ncccc1C(=O)OCC(=O)c1cccc(Br)c1` in ARFGAP1 inh reads -12
